# Screening results deposited in PubChem by National Center for Advancing Translational Sciences (NCATS).
# EPAC2 ag – activates human EPAC2 exchange factor; Q8WZA2; EPAC2 activation, biochemical qHTS; response scale: 100% = 6.5 mM cAMP response; Potency, µM (doses to about 154 µM), without a hit: top-dose activation, hits mostly activators; 360,000 tested, 0.079% active; AID 720711; further: potency means the concentration at half of the fitted maximal effect; nearly all actives have a fitted effect of over 50% in size
# Target sequence (Q8WZA2 whole entry, looked up): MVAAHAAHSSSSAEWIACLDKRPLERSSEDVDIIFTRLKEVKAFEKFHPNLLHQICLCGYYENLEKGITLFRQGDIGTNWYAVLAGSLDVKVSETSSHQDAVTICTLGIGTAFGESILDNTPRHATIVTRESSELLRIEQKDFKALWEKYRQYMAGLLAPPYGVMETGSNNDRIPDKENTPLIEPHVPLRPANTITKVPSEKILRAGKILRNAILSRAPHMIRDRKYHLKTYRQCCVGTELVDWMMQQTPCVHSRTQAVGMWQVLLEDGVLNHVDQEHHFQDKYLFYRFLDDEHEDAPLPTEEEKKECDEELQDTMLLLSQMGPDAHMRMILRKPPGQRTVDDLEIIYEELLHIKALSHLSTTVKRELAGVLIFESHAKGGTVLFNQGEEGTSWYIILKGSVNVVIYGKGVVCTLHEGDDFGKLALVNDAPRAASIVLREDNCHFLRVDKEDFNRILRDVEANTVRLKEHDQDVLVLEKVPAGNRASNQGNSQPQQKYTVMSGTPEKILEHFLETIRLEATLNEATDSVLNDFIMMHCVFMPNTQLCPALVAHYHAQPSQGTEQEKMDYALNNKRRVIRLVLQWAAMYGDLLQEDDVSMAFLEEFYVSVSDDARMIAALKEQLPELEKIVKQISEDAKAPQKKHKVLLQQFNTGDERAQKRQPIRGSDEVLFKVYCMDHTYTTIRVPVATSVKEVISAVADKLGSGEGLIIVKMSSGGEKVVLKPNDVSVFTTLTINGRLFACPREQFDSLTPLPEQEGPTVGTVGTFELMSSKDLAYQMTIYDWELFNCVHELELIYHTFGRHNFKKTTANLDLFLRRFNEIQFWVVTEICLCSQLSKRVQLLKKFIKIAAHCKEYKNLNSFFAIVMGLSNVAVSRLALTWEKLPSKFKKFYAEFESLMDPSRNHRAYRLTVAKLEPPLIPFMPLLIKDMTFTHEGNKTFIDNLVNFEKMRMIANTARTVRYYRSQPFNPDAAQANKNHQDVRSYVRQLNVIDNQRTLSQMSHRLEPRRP
#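 Guanine nucleotide exchange by EPAC2 is measured as reduced fluorescence of BODIPY-GDP once it is released from 250 nM Rap1B. Plates are read kinetically for 30 min at room temperature; results are scaled to 6.5 mM cAMP.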
# aSyn rescue – rescues yeast growth from alpha-synuclein toxicity | Yeast expressing alpha-synuclein, growth rescue, BacTiter-Glo, 24 h | Potency, µM (titrated, usually from 46.1 µM), without a hit: top-dose growth rescue (activation), usual class: activators | 370,000 tested, 0.14% active | AID 652106; further: potency means the concentration at half of the fitted maximal effect; % of control where 0% means no effect; nearly all actives have a fitted effect of over 65% in size
#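 Screening used galactose-induced yeast with toxic alpha-synuclein levels, exposed to compound for 24 hr at 30 deg C. Cell growth, read with BacTiter-Glo luminescence, gave the measured signal.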
# D3 antag – blocks the human D3 dopamine receptor; P35462; D3R cells, DiscoveRx beta-arrestin luminescence, antagonist mode; active compounds read low; max response, negative = inhibition, %; 360,000 tested, 2.5% active; in the data active means max response below about -50%; inconclusive means no clear call, values can overlap the other calls; further: on the % scale 0 is the no-effect control and ±100 the full control effect; mostly tested at two doses, the higher about 12 µM
#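 Cells plated overnight at 1500 cells/well, then exposed to library compounds with dopamine controls for 90 minutes at 37 degrees C. DiscoveRx reagent added for 30–60 minutes at room temperature; luminescence read, quantitative HTS format.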
# TDP-43 yeast inh – TDP-43 toxicity inhibition in yeast | TDP-43 expressing yeast growth rescue, BacTiter-Glo, 24 h | Potency, µM (series often up to 46.1 µM), for inactives: at the top dose growth rescue (activation), usual class: activators | 410,000 tested, 1.8% active; further: potency means the concentration at half of the fitted maximal effect; % of control where 0% means no effect; nearly all actives have a fitted effect of over 50% in size
#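 In this qHTS, compounds that restore growth of yeast expressing TDP-43 appear as activators. Cells (OD600=0.02, galactose medium, raffinose-pregrown) are incubated with compound 24 hr at 30 deg C and growth is quantified by BacTiter-Glo.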
# Abeta rescue – restores growth of yeast expressing A-beta42 peptide. yeast expressing A-beta42, growth rescue, OD600, 48 h; response scale: 0% DMSO, 100% iron-clioquinol control. Potency, µM (doses to about 46.1 µM), for inactives: at the top dose growth rescue, actives largely listed as activators. 410,000 tested, 0.063% active. AID 1347071; further: potency means the concentration at half of the fitted maximal effect; nearly all actives have a fitted effect of over 55% in size
#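 Growth rescue measured by 600 nm absorbance after 48 h yeast culture at 30 C with compound. Values normalized between DMSO and an equimolar ferric chloride plus clioquinol control.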
# FUS yeast rescue – rescues growth of FUS-expressing yeast; S. cerevisiae FUS-expressing, growth rescue, OD600, 24 h; Potency, µM (doses to about 76.6 µM), without a hit: at the top dose growth rescue (activation), usual class: activators; 390,000 tested, 0.24% active;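 further: potency means the concentration at half of the fitted maximal effect; plate controls were DMSO vehicle for no effect and reference control for full effect; nearly all actives have a fitted effect of over 55% in size; some results filed as inactive show a strong effect at the top dose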
#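 Yeast expressing FUS under galactose induction, OD 0.005 in 2% galactose medium; compounds in a dilution series, 24 h at 30C. Growth rescue by absorbance at 600 nm; CP55940 positive control, DMSO negative.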
# D3 ag – agonists of human D3 dopamine receptor. 410,000 tested, 0.58% active. max activation, %. P35462. D3R DiscoveRx beta-arrestin cells, luminescence, 90 min; in the data active means max activation above about 30%; further: 0% is about no effect; mostly tested at two doses, the higher about 12 µM
#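 Agonist-mode cell screen: cells plated at 1500/well and incubated overnight at 37 °C, then exposed to library compounds for 90 min at 37 °C. Detection reagent was added for 30–60 min at room temperature, and luminescence was read.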
# EPAC2 antag – blocks human EPAC2 exchange factor; AID 720708; EPAC2 GEF exchange of Rap1B-BODIPY-GDP, fluorescence; 360,000 tested, 0.18% active; Potency, µM (top dose mostly 114 µM), for the others: at the top dose activity, negative = inhibition, usual class: inhibitors; Q8WZA2; further: potency means the concentration at half of the fitted maximal effect; on the % scale 0 is the no-effect control and ±100 the full control effect; nearly all actives have a fitted effect of over 45% in size; many of its hits are not listed in these tables
# An asterisk follows results filed as active; ? = inconclusive; nt = not tested or not shown; [ ] = remark or other dose. Unless noted, the call rests on the fitted dose curve; in most records, active means well fitted curve in the direction sought with a large enough effect; inconclusive means small, poorly fitted or top-dose-only effect, or another doubt; inactive means no such curve, though single readings can be large; an effect the other way counts as inactive or inconclusive.
structure,EPAC2 ag,aSyn rescue,D3 antag,TDP-43 yeast inh,Abeta rescue,FUS yeast rescue,D3 ag,EPAC2 antag
Cc1cc(NC(=O)CN2CCCCC2)n(-c2ccccc2)n1,7%,-6%,45,10%,5%,-7%,1,-5%
O=C(Cn1nc(-c2ccccc2)c2ccccc2c1=O)Nc1cccnc1,6%,6%,?,-5%,-10%,13%,8,13%
Cc1nn(C)c(Cl)c1/C=C/C(=O)O,24%,-3%,-14,-10%[9.22 µM],-3%,-20%,-3,0%
CCN(CC(=O)Nc1ccc(NC(C)=O)cc1)C(=O)Cc1ccccc1F,10%,-5%,5,-10%,-1%,8%,-3,2%
CCCN(CCC)c1nc(Cl)nc(NCCN2CCOCC2)n1,-2%,0%,37,12%,-2%,-33%,0,6%
COc1ccc(C2OC(=O)C(C)(C)C(=O)C2(C)C)cc1OC (stereo unspecified),9%,-2%,0,10%,7%,0%,2,-2%
CC(C)CN1C(=O)C(=Nc2cccnc2)c2ccccc21,8%,-1%,?,18%,-2%,-1%,-9,2%
COc1ccc(CN(Cc2cc3cc4c(cc3[nH]c2=O)OCO4)C(=O)NC2CCCCC2)cc1,4%,2%,23,-13%,2%,?,-5,-7%
C=CCN1CCN(C(c2ccccc2)c2nnnn2CCC(C)C)CC1 (stereo unspecified),1%,-36%[inhibitor],-82*,-12%,-46%[inhibitor],6%,-10,-2%
CCOC(=O)C1=C(C)NC(=O)NC1c1ccc(OC(C)C(=O)O)c(OC)c1 (stereo unspecified),11%,2%,-17,-7%,8%,-4%,6,8%
Cc1ccc(-c2nc(SCC(=O)NCC3CCCO3)c3c(=O)n(C)c(=O)n(C)c3n2)cc1 (stereo unspecified),nt,nt,nt,0%[9.22 µM],-9%,-9%,5,nt
COC(=O)c1c(C(=O)OC)c(-c2cccc(F)c2)n2c1CS(=O)C2 (stereo unspecified),11%,2%,10,-15%,-21%,18%,8,3%
CCCNS(=O)(=O)c1ccc(OCC(=O)NCC2CCCO2)cc1 (stereo unspecified),15%,1%,-14,-17%,1%,-4%,3,1%
Cc1cc2nc(CO)[nH]c2cc1C,-1%,-4%,42,-3%,3%,-12%,2,7%
Cc1ccsc1C(=O)NCC(=O)OCc1ccccc1,15%,4%,-26,-6%,5%,16%,-10,11%
C=CCOc1cccc(C(=O)N2CCCC(Nc3ccc4c(c3)OCCO4)C2)c1 (stereo unspecified),0%,-9%,0,4%,-10%,nt,3,2%
CC(C(=O)c1c[nH]c(C(=O)N=CN(C)C)c1)c1ncc(C(F)(F)F)cc1Cl (stereo unspecified),0%,0%,-4,-4%[9.22 µM],14%,1%,11,-6%
O=c1c2c(nc3nc(NCc4cccc5ccccc45)[nH]n13)CCC2,22%,-2%,-22,-6%[9.22 µM],-6%,27%,-5,1%
COc1ccc(C(=O)Nc2c(-c3ccccc3)nc3ccccn23)c(OC)c1,6%,0%,-6,-1%,-15%,1%,2,5%
CCOc1ccc(OCC)c(S(=O)(=O)NC2CC(C)(C)NC(C)(C)C2)c1,11%,-4%,-14,-12%[9.22 µM],-11%,15%,-4,-9%
OCCC1CN(Cc2cccn2-c2ccccn2)CCN1Cc1ccccc1 (stereo unspecified),6%,-5%,8,-2%,-1%,2%,-4,-3%
COc1ccc(CN2CCC(N3CC(C)OC(C)C3)CC2)c(OC)c1 (stereo unspecified),3%,-4%,-17,-12%,-15%,-2%,-2,3%
Cc1nc(SCC(=O)Nc2ccc3c(c2)OCCO3)c2oc3ccccc3c2n1,-5%,16%,21,-12%,-11%,?,0,-2%
CCN(CC)c1ccc(NC(=O)c2ccco2)cc1,-2%,4%,5,-10%,15%,10%,-7,4%
CC(=Nc1ccc(O)cc1)c1sc2ccccc2c1O,15%,15%,-9,?,-2%,-4%,0,36%[activator]
O=C(NCc1ccc2c(c1)OCO2)C1CCC(=O)N1C1CCCC1 (stereo unspecified),8%,0%,0,13%,16%,-9%,3,-3%
CCN(CC)CCNC(=O)NC1CCCCC1,6%,-8%,?,4%,4%,3%,-7,5%
CCOCCn1c(N2CCCC2)nc2c1c(=O)[nH]c(=O)n2C,0%,-4%,-10,5%,-1%,-21%,1,19%
O=C1c2ccccc2C(=O)C1c1nccc2ccccc12,2%,?,6,18%,-2%,-10%,-1,5%
Cc1cccc(Nc2ccc(C(=O)N3CCOCC3)cn2)c1,6%,5%,1,3%,5%,13%,1,13%
COCCCNC(=S)NNC(=S)Nc1ccc(F)cc1F,-4%,-7%,5,1%,20%,7%,9,10%
CCOc1ccc(OCC)c(NC(=O)CCc2nc3cccnc3n2-c2ccccc2)c1,nt,nt,nt,0%,-1%,42%,-14,nt
CCN1CCN(c2csc3ccc(C)cc3c2=O)CC1,nt,nt,nt,-26%,6%,36%,3,nt
c1ccc2c(c1)nc(-c1ccncc1)n2CCNc1nc(CN2CCCCC2)cs1,7%,1%,9,12%,0%,-8%,-4,1%
Cc1cc(OCCCN2CCN(Cc3ccccc3)CC2)ccc1[N+](=O)[O-],12%,3%,-15,2%,0%,21%,-12,-3%
O=[N+]([O-])c1ccc(N2CCN(CCOc3nonc3-c3ccccc3)CC2)c(Cl)c1,7%,1%,?,-12%,1%,-30%,-5,4%
CCOC(=O)N1CCC(NC(=O)C2CCN(C(=O)c3cc4sccc4n3CC)CC2)CC1,4%,-2%,9,-9%,7%,17%,7,2%
Oc1cccc(CCc2ccccn2)c1,19%,-5%,9,4%,0%,nt,7,-8%
CCCCOC(=O)c1ccc(NC(=O)C(CCS(C)(=O)=O)NC(C)=O)cc1 (stereo unspecified),2%,1%,24,6%,16%[9.22 µM],-26%,1,2%
CCN(CC)S(=O)(=O)c1ccc(C(=O)Nc2cc(S(=O)(=O)N3CCOCC3)ccc2O)cc1,0%,0%,-6,7%,-25%,-17%,1,10%
Cc1cnc(CN2CCc3c([nH]c4ccccc34)C2C2CCCCC2)[nH]1 (stereo unspecified),0%,-9%,-10,20%[9.22 µM],-12%,24%,-5,6%
CCC(C)(C)n1nnnc1C(c1cc2ccc(OC)cc2[nH]c1=O)N1CCN(C2CCCCC2)CC1 (stereo unspecified),-1%,6%,-64*,-29%,6%,37%,-24,7%
c1ccc2c(c1)ncn2-c1cncnc1,3%,-7%,12,18%,-7%,-28%,7,-3%
CC(=O)Oc1ccc(/C=C2/C(=O)N(c3ccccc3)N=C2C)cc1,-3%,-8%,14,?,5%,12%,12,8%
O=C(NC1CCCCC1)C(C1CC1)n1c(=O)c(-c2cc3ccccc3[nH]2)nc2ccccc21 (stereo unspecified),7%,28%,17,21%,6%,?,1,-4%
CC(C)(C)NC(=O)c1cccc(NC(=O)CSc2ccc(Cl)cc2)c1,19%,-2%,-13,25%,10%,nt,-7,-8%
CCOC(=O)c1nnn(-c2nc(N3CCCC3)nc(N3CCCC3)n2)c1-c1ccccc1,-10%,-8%,19,30%,-7%,-9%,4,0%
CCCOc1ccc(-c2nc(N3CCCCC3)c3ccccc3n2)cc1,nt,nt,nt,14%,-7%,-15%,-9,nt
CCCNC(=O)CN1C(=O)c2cccnc2Sc2ccccc21,nt,nt,nt,15%,4%,3%,4,nt
COc1ccc(S(=O)(=O)N(Cc2ccccc2)c2ccccc2C(=O)N2CCOCC2)cc1,2%,0%,15,17%,8%,-2%,-1,-14%

# (more compounds)
structure,EPAC2 ag,aSyn rescue,D3 antag,TDP-43 yeast inh,Abeta rescue,FUS yeast rescue,D3 ag,EPAC2 antag
O=C(c1ccccc1)N1CCN(c2ccc([N+](=O)[O-])c(NCC3CCCO3)c2)CC1 (stereo unspecified),4%,6%,-16,-5%,1%,25%,-6,-19%
CCC(CC)C(=O)Nc1ccc2nc(SCC(=O)N3CCOCC3)sc2c1,nt,nt,nt,13%,0%,7%,11,nt
O=C(NCc1ccncc1)C1Cc2c(-c3ccccc3Oc3ccccc3)ccnc2O1 (stereo unspecified),10%,3%,5,24%,-7%,15%,5,?
O=C(N/N=C\c1ccc(-c2ccccc2[N+](=O)[O-])o1)C1COc2cc3ccccc3cc2O1 (stereo unspecified),-4%,29%,-20,23%,14%[9.22 µM],12%,-4,-3%
CCOc1cc(NS(=O)(=O)c2ccc(OC)cc2)c(OCC)cc1NC(C)=O,7%,-20%,-20,-4%,-7%,25%,-2,-4%
Cc1ccsc1/C=N/NC(=O)CNC(=O)c1cccc([N+](=O)[O-])c1C,6%,1%,8,-7%,0%,-12%,-5,34%[activator]
COCCn1c(=O)[nH]c2cc(C(=O)NCC3CCCO3)ccc2c1=O (stereo unspecified),8%,-4%,17,3%,-1%,16%,1,-5%
CCS(=O)(=O)n1nc(-c2ccc(Cl)cc2)nc1N,1%,-1%,-11,28%,0%,-22%,-4,14%
CN(C(=O)c1cccc(NC(=O)Cc2ccc(NC(=O)C3CCCN(C(=O)CCc4ccccc4)C3)cc2)c1)C1CC1 (stereo unspecified),13%,7%,-1,23%,4%,24%,-17,-3%
O=C(O)CC(c1ccccc1)N1C(=O)c2cccc([N+](=O)[O-])c2C1=O (stereo unspecified),2%,0%,11,6%,-8%,-15%,5,-5%

# One compound at a time (already shown). Screens in order: EPAC2 ag, aSyn rescue, D3 antag, TDP-43 yeast inh, Abeta rescue, FUS yeast rescue, D3 ag, EPAC2 antag
# `CCS(=O)(=O)n1nc(-c2ccc(Cl)cc2)nc1N` is listed with 1%, -1%, -11, 28%, 0%, -22%, -4, 14%
# `CN(C(=O)c1cccc(NC(=O)Cc2ccc(NC(=O)C3CCCN(C(=O)CCc4ccccc4)C3)cc2)c1)C1CC1` (stereo unspecified) is listed with 13%, 7%, -1, 23%, 4%, 24%, -17, -3%

# Remaining list, next part.
structure,EPAC2 ag,aSyn rescue,D3 antag,TDP-43 yeast inh,Abeta rescue,FUS yeast rescue,D3 ag,EPAC2 antag
CCOC(=O)Cc1nc2nc(C)cc(C)n2n1,-1%,3%,2,8%,3%,-20%,5,9%
COc1ccccc1CNC(=O)CN1C(=O)c2cccc(N)c2C1=O,4%,0%,0,8%,1%,-22%,1,11%
Nc1nc(N2CCCCC2)nc2ccccc12,-84%[inhibitor][15.6 µM],-7%,1,4%,-7%,-12%,-3,8%
CCOC(=O)c1c(C)[nH]c(C(=O)Nc2cc(OCC)c(N3CCOCC3)cc2OCC)c1C,-8%,-6%,31,0%,-1%,18%,8,-2%

# These rows are one share of the data; count on the stated rates, not on these rows.
